High-throughput results from PubChem.
IDH1 R132H inh = inhibitors of human IDH1 R132H | O75874 | IDH1 R132H reductase, diaphorase/resazurin fluorescence, 60 min | inhibition, % at 10 µM | 70,000 tested, 0.18% active | AID 624101; in the data active = inhibition above about 34%;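 note: 0% = DMSO and 100% = no enzyme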
PRC2 inh = inhibitors of human EZH2/PRC2 methyltransferase | Q15910 | PRC2 H3K27 methylation, DELFIA TRF, 1 h | inhibition, % at 12.5 µM | 57,000 tested, 0.35% active | AID 651548;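 active = mean inhibition of replicates at least 50% and every single replicate also reaching 50%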;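 note: dimethyl H3K27 on biotinylated H3 21-44 peptide detected by antibody; plate controls were median neutral control wells for no effect and median positive control wells for full effect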
Target sequence (Q15910 whole entry, looked up): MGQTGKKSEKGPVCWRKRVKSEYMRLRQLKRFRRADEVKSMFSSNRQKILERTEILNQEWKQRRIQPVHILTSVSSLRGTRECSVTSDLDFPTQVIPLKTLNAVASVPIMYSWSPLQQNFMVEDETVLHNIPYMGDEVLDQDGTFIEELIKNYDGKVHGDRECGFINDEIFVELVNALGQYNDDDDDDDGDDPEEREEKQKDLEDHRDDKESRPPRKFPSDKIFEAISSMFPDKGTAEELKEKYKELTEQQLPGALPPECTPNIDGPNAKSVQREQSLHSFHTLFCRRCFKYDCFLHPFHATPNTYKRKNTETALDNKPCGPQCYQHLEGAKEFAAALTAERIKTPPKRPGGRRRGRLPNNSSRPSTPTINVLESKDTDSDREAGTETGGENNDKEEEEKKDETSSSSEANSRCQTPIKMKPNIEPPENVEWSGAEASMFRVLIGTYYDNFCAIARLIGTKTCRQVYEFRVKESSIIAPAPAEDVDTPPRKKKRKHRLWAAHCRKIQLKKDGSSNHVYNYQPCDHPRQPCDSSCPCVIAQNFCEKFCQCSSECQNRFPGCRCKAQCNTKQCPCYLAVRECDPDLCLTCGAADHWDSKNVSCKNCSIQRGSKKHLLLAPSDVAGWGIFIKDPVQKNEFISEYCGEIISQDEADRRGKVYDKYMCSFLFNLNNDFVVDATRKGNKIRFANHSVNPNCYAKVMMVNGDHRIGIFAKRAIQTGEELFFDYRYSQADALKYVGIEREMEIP
* marks the source's active call; other numbers are inactive results; . = no result given. An excerpt (hit frequency here may not be typical).

Values run as follows: PRC2 inh, IDH1 R132H inh
> CCCNC(=O)N(C)C[C@H]1Oc2cc(C#CC(C)(C)O)ccc2S(=O)(=O)N([C@H](C)CO)C[C@H]1C
    -1.3, 3.4
> CNC[C@H]1Oc2c(NS(=O)(=O)c3cn(C)cn3)cccc2C(=O)N([C@@H](C)CO)C[C@@H]1C
    2.0, 1.2
> C[C@@H]1CN([C@H](C)CO)C(=O)c2cc(-c3cccc(F)c3)cnc2O[C@H]1CN(C)Cc1cccnc1
    ., -0.2
> COc1c(CO)c(O)cc2c1C(=O)c1ccccc1C2=O
    ., -0.5
> CC1SC2(CCCCC2)N(c2ccc(Cl)cc2)C1=O (stereo not drawn)
    13.1, 0.7
> CC(C)NC(=O)Nc1ccc2c(c1)C(=O)N([C@H](C)CO)C[C@@H](C)[C@@H](CN(C)S(=O)(=O)c1ccc(F)cc1)O2
    -18.0, 0.2
> COCC(=O)N1C[C@H](C)[C@H](OC)CN(C)C(=O)c2cc(NC(=O)c3ccc(F)cc3)ccc2OC[C@H]1C
    -11.5, 0.2
> C[C@@H]1CN([C@@H](C)CO)C(=O)c2cccc(NS(=O)(=O)c3cn(C)cn3)c2O[C@H]1CN(C)Cc1ccc2c(c1)OCO2
    ., 2.9
> C[C@@H]1CN([C@H](C)CO)C(=O)c2cccc(NC(=O)Nc3ccccc3)c2O[C@@H]1CN(C)S(=O)(=O)c1ccc(F)cc1
    -0.1, .
> CC(C)CC#Cc1ccc2c(c1)O[C@H](CN(C)S(=O)(=O)c1ccc(F)cc1)[C@H](C)CN([C@@H](C)CO)S2(=O)=O
    -5.6, 0.3
> C[C@@H]1CCCCO[C@@H](CN(C)Cc2ccc(C(F)(F)F)cc2)[C@H](C)CN([C@H](C)CO)C(=O)c2cc(NC(=O)CCC(F)(F)F)ccc2O1
    ., -1.1
> C[C@H](CO)N1C[C@H](C)[C@H](CN(C)S(=O)(=O)c2cccs2)Oc2ccc(NS(=O)(=O)c3cccs3)cc2C1=O
    ., 2.0
> C[C@@H]1CN([C@@H](C)CO)C(=O)c2cccc(NC(=O)NC3CCCCC3)c2O[C@H]1CN(C)S(C)(=O)=O
    2.5, 2.3
> CCC(=O)N1C[C@H](C)[C@H](OC)CN(C)C(=O)c2ccc(NC(=O)C3CCOCC3)cc2OC[C@H]1C
    -8.2, .
> C[C@H](NC(=O)C[C@@H]1C[C@H]2c3cc(NC(=O)C4CCOCC4)ccc3O[C@H]2[C@H](CO)O1)c1ccccc1
    2.5, 0.0
> COc1ccc(NC(=O)N(C)C[C@@H]2OCCCC[C@@H](C)Oc3ccc(NC(=O)Nc4ccccc4)cc3C(=O)N([C@@H](C)CO)C[C@@H]2C)cc1
    ., -0.5
> O=C(C[C@@H]1C[C@@H]2c3cc(NC(=O)NC4CCCC4)ccc3O[C@@H]2[C@H](CO)O1)NCc1ccncc1
    -12.9, -0.4
> O=C(NO)c1cccc(C(=O)N/N=C/c2cc3ccccc3n2S(=O)(=O)c2ccccc2)c1
    -59.0, .
> COc1ccc(NC(=O)N(C)C[C@H]2Oc3c(NS(=O)(=O)c4cccs4)cccc3C(=O)N([C@H](C)CO)C[C@@H]2C)cc1
    ., -1.7
> C[C@H]1CN([C@@H](C)CO)C(=O)c2cc(NC(=O)Nc3cccc4ccccc34)ccc2O[C@H]1CN(C)S(=O)(=O)c1ccc(F)cc1
    ., -0.1

Full records, looked up by structure. Order of values: PRC2 inh	IDH1 R132H inh
CCCNC(=O)N(C)C[C@H]1Oc2cc(C#CC(C)(C)O)ccc2S(=O)(=O)N([C@H](C)CO)C[C@H]1C as listed: -1.3	3.4
C[C@H]1CN([C@@H](C)CO)C(=O)c2cc(NC(=O)Nc3cccc4ccccc34)ccc2O[C@H]1CN(C)S(=O)(=O)c1ccc(F)cc1 as listed: .	-0.1

The list continues:
Values run as follows: PRC2 inh, IDH1 R132H inh
> CO[C@H]1CN(C)C(=O)c2cc(NC(=O)C3CCOCC3)ccc2OC[C@@H](C)N(Cc2cccnc2)C[C@@H]1C
    -0.5, -0.3
> C[C@H](CO)N1C[C@H](C)[C@@H](CN(C)C(=O)Nc2ccccc2)OCCCC[C@H](C)Oc2ccc(NC(=O)c3ccncc3)cc2C1=O
    ., 8.3
> COCc1cn(CC[C@H]2CC[C@@H](NC(=O)CCN3CCCCC3)[C@@H](CO)O2)nn1
    9.1, 0.2
> Cc1ccc(C)c(NC(=O)C(C)n2nc(C)c([N+](=O)[O-])c2C)c1 (stereo not drawn)
    8.3, 0.0
> C=C1C(=O)O[C@@H]2/C=C(/C)CC/C=C(/C=O)C[C@@H](OC(=O)CC(C)C)C12 (stereo partly drawn)
    ., 0.3
> C[C@@H]1CN([C@H](C)CO)C(=O)Cc2cc(NS(=O)(=O)c3ccc(F)cc3)ccc2O[C@@H]1CN(C)CC1CC1
    ., 2.2
> CNC[C@@H]1Oc2ccc(NC(=O)CCCN(C)C)cc2C(=O)N([C@@H](C)CO)C[C@@H]1C
    -4.1, 1.9
> O=C(CN1C(=O)C2C3C=CC(C4CC34)C2C1=O)Nc1ccc(Oc2ccccc2)cc1 (stereo not drawn)
    11.5, -0.6
> C[C@@H]1CN([C@@H](C)CO)C(=O)Cc2cc(NC(=O)Nc3ccccc3)ccc2O[C@H]1CN(C)C(=O)Nc1cccc2ccccc12
    ., 0.4
> Cc1c(Cl)ccc2c(C(=O)NCCN3CCCCC3)cc(-c3ccccn3)nc12
    -13.9, 0.1
> C[C@@H]1CN([C@@H](C)CO)C(=O)c2cc(C3=CCCC3)cnc2O[C@H]1CN(C)C(=O)Nc1ccc(F)cc1
    -8.4, 0.7
> CC(C)C#Cc1ccc2c(c1)O[C@@H](CN(C)C(=O)C1CCCCC1)[C@H](C)CN([C@@H](C)CO)S2(=O)=O
    -3.6, .
> C[C@H]1CN([C@@H](C)CO)C(=O)c2cc(NC(=O)Nc3ccc4c(c3)OCO4)ccc2O[C@@H]1CN(C)Cc1ccc(-c2ccccc2)cc1
    ., 2.0
> CC(C)CC#Cc1ccc2c(c1)O[C@@H](CN(C)Cc1cccnc1)[C@@H](C)CN([C@@H](C)CO)S2(=O)=O
    29.8, 10.1
> COCC#Cc1ccc2c(c1)O[C@@H](CN(C)Cc1cccnc1)[C@H](C)CN([C@H](C)CO)S2(=O)=O
    ., 16.2
> COc1ccc(CNC(=O)C[C@@H]2C=C[C@H](NS(=O)(=O)c3cccc(OC)c3)[C@@H](CO)O2)cc1
    5.0, -0.5
> CNC[C@@H]1OCCCC[C@H](C)Oc2ccc(NC(=O)c3ccccc3)cc2C(=O)N([C@H](C)CO)C[C@@H]1C
    3.5, .
> FC(F)(F)c1cc(CO[C@H]2CCCN[C@H]2c2ccccc2)cc(C(F)(F)F)c1
    12.4, -1.9
> c1cncc(-c2nn3c(C4COc5ccccc5O4)nnc3s2)c1 (stereo not drawn)
    15.7, 0.3
> COc1ccc(OC)c(NC(=O)COc2ccc3c(-c4ccccc4)cc(=O)oc3c2)c1
    0.4, 0.1
> COCC#Cc1cnc2c(c1)C(=O)N([C@@H](C)CO)C[C@H](C)[C@@H](CN(C)C(=O)c1cccc(F)c1)O2
    ., -0.3
> CO[C@@H]1CN(C)C(=O)c2cc(NC(=O)Nc3ccccc3F)ccc2OC[C@@H](C)N(Cc2ccccc2C(=O)O)C[C@H]1C
    9.6, -0.1
> Cc1noc(C)c1NC(=O)Nc1ccc2c(c1)C(=O)N([C@@H](C)CO)C[C@@H](C)[C@H](CN(C)S(=O)(=O)c1ccccc1)O2
    ., -0.5
> COC(=O)CCCCCCC(=O)Nc1ccc(C2OC(CSc3ccccn3)CC(c3ccccc3)O2)cc1 (stereo not drawn)
    36.8, .
> O=C(CC1(O)C(=O)N(Cc2ccc(Cl)cc2)c2ccc(Cl)cc21)c1ccc2c(c1)OCCO2 (stereo not drawn)
    -11.3, -0.2
> CNC[C@H]1Oc2ccc(NC(=O)c3ccncc3)cc2CC(=O)N([C@@H](C)CO)C[C@@H]1C
    2.4, 2.8
> C[C@@H]1CN([C@H](C)CO)C(=O)c2cc(-c3ccncc3)cnc2O[C@H]1CN(C)C(=O)c1ccc(F)cc1
    16.7, .
> Cc1ccc(OCC(=O)Nc2cc(-c3nc4cc(Cl)ccc4o3)ccc2C)c(C)c1
    0.4, -0.1
> O=C(Nc1ccc(Cl)cc1)N[C@@H]1CC[C@@H](CCNC(=O)c2ccccc2F)O[C@H]1CO
    7.7, -0.2
> O=C(NCCCO)c1nc2ccccc2s1
    -11.8, -0.4
> O=C(CCCCC(=O)N/N=C/c1ccccc1[N+](=O)[O-])NO
    0.2, -0.2
> C[C@H]1CN([C@@H](C)CO)C(=O)Cc2cc(NS(=O)(=O)c3cn(C)cn3)ccc2O[C@@H]1CN(C)CC1CCCCC1
    0.6, 1.5
> CCC(=O)Nc1ccc2c(c1)OC[C@H](C)N(C(=O)c1ccc(F)cc1)C[C@@H](C)[C@H](OC)CN(C)C2=O
    2.4, 0.0
> Cc1ccccc1S(=O)(=O)NCC[C@H]1CC[C@H](NC(=O)C2CCOCC2)[C@H](CO)O1
    15.8, 0.0
> CC1=COC(O[C@@H]2O[C@H](CO)[C@@H](O)[C@H](O)[C@H]2O)C2C1CC(O)C2CO (stereo partly drawn)
    58.6*, -0.4
> C[C@H](CO)N1C[C@H](C)[C@H](CN(C)C(=O)C2CC2)OCc2cn(nn2)CCCC1=O
    -2.6, 2.1
> COc1ccccc1-c1ccc2c(c1)O[C@H](CN(C)S(=O)(=O)c1ccc(C)cc1)[C@@H](C)CN([C@@H](C)CO)S2(=O)=O
    ., 4.0
> O=C(NCC[C@H]1CC[C@H](NC(=O)c2cnccn2)[C@H](CO)O1)c1ccc2c(c1)OCO2
    3.1, 0.0
> COCC(=O)N(C)C[C@@H]1Oc2ncc(Br)cc2C(=O)N([C@@H](C)CO)C[C@@H]1C
    6.2, -0.6
> C[C@H](CO)N1C[C@H](C)[C@H](CN(C)Cc2ccc(Oc3ccccc3)cc2)Oc2c(NC(=O)Nc3cccc4ccccc34)cccc2C1=O
    ., -1.2
> CC(C)C#Cc1ccc2c(c1)O[C@H](CN(C)C(=O)c1cccc(F)c1)[C@@H](C)CN([C@H](C)CO)S2(=O)=O
    -12.1, -2.7
> C[C@@H]1CN([C@@H](C)CO)C(=O)Cc2cc(NC(=O)NC3CCCCC3)ccc2O[C@@H]1CN(C)S(C)(=O)=O
    -7.8, 0.7
> C[C@H](CO)N1C[C@H](C)[C@H](CN(C)Cc2ccccc2)Oc2cc(C#Cc3ccccn3)ccc2S1(=O)=O
    ., -0.1
> CO[C@@H]1CN(C)C(=O)c2cc(NS(=O)(=O)c3ccccc3)ccc2OC[C@H](C)NC[C@H]1C
    4.0, -0.1
> O=C(c1c(O)c2ccc(Cl)cc2[nH]c1=O)C1CC1
    11.6, 0.1
> C[C@@H]1CN([C@H](C)CO)C(=O)c2cc(C#CCN(C)C)cnc2O[C@H]1CN(C)C(=O)c1cccc(F)c1
    ., -2.4
> C[C@H](CO)N1C[C@H](C)[C@H](CN(C)S(=O)(=O)c2ccc(Cl)cc2)Oc2ccc(NC(=O)Cn3cnnn3)cc2C1=O
    ., 0.4
> CS(=O)(=O)N(CC(=O)Nc1ccc(F)c(F)c1)c1ccccc1F
    -1.3, -0.1
> C[C@@H]1CCCCO[C@H](CN(C)C(=O)CCC(F)(F)F)[C@H](C)CN([C@@H](C)CO)C(=O)c2cc(NC(=O)CCC(F)(F)F)ccc2O1
    ., 1.4
> CNC[C@@H]1OCCCC[C@@H](C)Oc2ccc(NS(=O)(=O)c3ccccc3)cc2C(=O)N([C@H](C)CO)C[C@H]1C
    -2.0, 3.1
> C[C@H](CO)N1C[C@H](C)[C@@H](CN(C)Cc2ccc(-c3ccccc3)cc2)Oc2c(NC(=O)Nc3ccc(C(F)(F)F)cc3)cccc2C1=O
    ., -1.2
> O=C(C[C@@H]1C=C[C@H](NC(=O)Cc2ccccn2)[C@@H](CO)O1)NCCCN1CCOCC1
    0.0, 0.1
> O=C(CN1CCOCC1)Nc1ccc(NC(=O)CN2CCOCC2)c(Cl)c1
    -1.8, 0.1
> O=C(C[C@H]1C=C[C@H](NC(=O)C2CCC2)[C@H](CO)O1)NCc1ccncc1
    -3.9, 0.4
> Cc1ccc(S(=O)(=O)NCC[C@@H]2CC[C@@H](NC(=O)CCN3CCCCC3)[C@@H](CO)O2)cc1
    -6.8, 0.0
> COc1c(Cl)cc(C(=O)Nc2sc3c(c2C(=O)NCc2ccco2)CCC3)cc1Cl
    -8.9, 0.0
> COc1ccc(NC(=O)CCCN2C(=O)c3ccccc3C2=O)c(OC)c1
    1.0, -0.1
> O=C(N[C@H]1CC[C@H](CCn2cc(C3(O)CCCC3)nn2)O[C@H]1CO)C1CCCCC1
    -4.1, 5.8
> CC(C)NC(=O)Nc1ccc2c(c1)C(=O)N([C@@H](C)CO)C[C@@H](C)[C@@H](CN(C)S(=O)(=O)c1ccccc1)OCCCC[C@@H](C)O2
    ., 0.8
> C[C@@H]1CN([C@@H](C)CO)C(=O)c2cc(NC(=O)Cc3ccccc3)ccc2O[C@@H]1CN(C)S(=O)(=O)c1cccs1
    ., 0.1

Single entries from the entries so far:
Reading for `O=C(N[C@H]1CC[C@H](CCn2cc(C3(O)CCCC3)nn2)O[C@H]1CO)C1CCCCC1` under IDH1 R132H inh: 5.8
Reading for `C[C@H](CO)N1C[C@H](C)[C@H](CN(C)Cc2ccccc2)Oc2cc(C#Cc3ccccn3)ccc2S1(=O)=O` under IDH1 R132H inh: -0.1
Reading for `C[C@H](CO)N1C[C@H](C)[C@@H](CN(C)Cc2ccc(-c3ccccc3)cc2)Oc2c(NC(=O)Nc3ccc(C(F)(F)F)cc3)cccc2C1=O` under IDH1 R132H inh: -1.2
Reading for `CS(=O)(=O)N(CC(=O)Nc1ccc(F)c(F)c1)c1ccccc1F` under IDH1 R132H inh: -0.1
Reading for `CO[C@@H]1CN(C)C(=O)c2cc(NS(=O)(=O)c3ccccc3)ccc2OC[C@H](C)NC[C@H]1C` under PRC2 inh: 4.0
